Assay outcomes deposited in PubChem BioAssay by The Scripps Research Institute Molecular Screening Center.
SIAE inh: inhibitors of human sialic acid acetylesterase SIAE; Q9HAT2; SIAE FP-Rh probe binding, fluorescence polarization; inhibition, % at 9.66 µM; actives 0.69% (n = 370,000); AID 1053197;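 active = inhibition above a cutoff: mean of compounds within the control limits plus 3 SD of those, cut at about 17% in these data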;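 note: 0% = plate median of compound wells and 100% = probe without SIAE protein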
Target sequence (Q9HAT2 whole entry, looked up): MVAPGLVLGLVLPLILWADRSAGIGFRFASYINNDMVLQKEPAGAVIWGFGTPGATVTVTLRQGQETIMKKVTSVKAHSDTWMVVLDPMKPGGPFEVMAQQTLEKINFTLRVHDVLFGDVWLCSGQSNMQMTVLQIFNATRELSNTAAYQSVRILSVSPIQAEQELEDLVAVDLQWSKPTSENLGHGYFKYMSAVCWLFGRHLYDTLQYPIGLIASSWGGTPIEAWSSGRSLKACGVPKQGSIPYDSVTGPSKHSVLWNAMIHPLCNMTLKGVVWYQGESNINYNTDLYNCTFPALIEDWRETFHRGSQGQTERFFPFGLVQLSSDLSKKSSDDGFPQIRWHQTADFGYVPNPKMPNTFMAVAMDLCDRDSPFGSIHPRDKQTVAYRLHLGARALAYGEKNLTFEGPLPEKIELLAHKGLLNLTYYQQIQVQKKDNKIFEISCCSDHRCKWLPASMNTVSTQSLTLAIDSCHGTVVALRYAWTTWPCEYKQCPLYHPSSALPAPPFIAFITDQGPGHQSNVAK
PG9 Ab binder: small molecules binding HIV-1 gp120 antibody PG9; actives 0.43% (n = 360,000); inhibition, % at 6.7 µM; TR-FRET gp120-PG9 antibody binding; in the data active = inhibition above about 8.5%
ABHD4 inh: inhibitors of mouse ABHD4 | Q8VD66 | actives 0.54% (n = 370,000) | purified mABHD4, FP-Rh probe fluorescence polarization | inhibition, % at 8.92 µM;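 active = inhibition exceeding the mean over every tested compound plus 3 SD, cut at about 30% in these data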;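 note: 0% = plate median of compound wells and 100% = S159A mutant with DMSO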
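system = mouse ABHD4 enzyme, wild type | medium = HEPES pH 7.0, NaCl, Pluronic buffer | also added = FP-Rh probe | incubation = Enzyme–compound pre-incubation 45 min, then probe 60 min, both 25 °C | technique = fluorescence polarization, excitation 525 nm, emission 598 nm, BODIPY TMR filters | controls = S159A mutant high control, sample median low control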
Tn7 DDE FP: disrupts Tn7 cyclic peptide binding to fibrin D-Dimer-E complex; actives 0.13% (n = 370,000); AID 720508; inhibition, % at 8.3 µM; P02675; FP displacement of FITC-Tn7 peptide from fibrin DD(E); 0% = median of compound wells per plate;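 active = inhibition above the mean of compounds falling within the control limits plus 3 SD of them, cut at about 14% in these data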;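 note: 0% = plate median of compound wells and 100% = 10 µM Aha-Tn7 peptide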
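Assay system: Fibrin-DD(E) protein isolated from polymerized human fibrin clots; read-out basis: percent inhibition; medium: Tris/NaCl/CaCl2 buffer, pH 7.8; signal: FP measurement; incubation: 10 min plus 3 h, room temperature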
PRMT1 inh: inhibitors of human PRMT1; recombinant PRMT1, activity-based probe fluorescence polarization; inhibition, % at 2.79 µM; actives 1.3% (n = 370,000); Q99873;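 active = inhibition above about 21% made by adding two undisclosed values, limit read from the data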
HTRA1 inhibitor: blocks human HTRA1 serine peptidase; AID 504803; recombinant HTRA1, FP-rhodamine activity-based probe, fluorescence polarization; actives 0.5% (n = 340,000); inhibition, % at 5.96 µM; in the data active = inhibition above about 36%;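 note: 0% = enzyme with DMSO and 100% = wells lacking enzyme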
Target sequence (Q92743 whole entry, looked up): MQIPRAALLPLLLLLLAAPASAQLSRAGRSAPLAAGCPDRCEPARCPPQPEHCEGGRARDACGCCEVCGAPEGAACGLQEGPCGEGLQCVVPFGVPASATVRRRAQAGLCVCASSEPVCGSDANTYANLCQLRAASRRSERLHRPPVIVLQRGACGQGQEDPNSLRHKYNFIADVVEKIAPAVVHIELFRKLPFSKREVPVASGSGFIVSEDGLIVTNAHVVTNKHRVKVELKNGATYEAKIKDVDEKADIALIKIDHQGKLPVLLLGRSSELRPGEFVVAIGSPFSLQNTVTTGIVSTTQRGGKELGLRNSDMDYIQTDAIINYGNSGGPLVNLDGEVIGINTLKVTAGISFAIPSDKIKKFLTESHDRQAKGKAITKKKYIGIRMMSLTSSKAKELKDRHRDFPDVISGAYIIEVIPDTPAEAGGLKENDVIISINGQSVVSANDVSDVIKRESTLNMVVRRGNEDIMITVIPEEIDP
LEDGF integ inh: blocks HIV-1 LEDGF/p75-dependent DNA integration; TR-FRET IN-LEDGF/p75 DNA integration, Eu/Cy5; inhibition, % at 3.7 µM; actives 0.64% (n = 370,000); AID 743269;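 active = inhibition above the screen-wide mean plus 3 SD, cut at about 13% in these data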;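 note: signal is the Cy5 over europium emission ratio at 671 and 618 nm; 0% = plate median of compound wells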
UHRF1 MBD2 ctr: UHRF1 methyl-DNA binding inhibition. Q96T88. UHRF1 binding to methylated oligo, TR-FRET. inhibition, % at 4.4 µM. actives 0.75% (n = 370,000). AID 687016; in the data active = inhibition above about 21%;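 note: UHRF1 SRA domain binding a hemimethylated CpG hairpin DNA probe; 0% = median of test compound wells and 100% = reference inhibitor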
TDP2 inh: blocks human TDP2 phosphodiesterase activity; AID 720702; actives 0.34% (n = 370,000); recombinant TDP2, T5PNP hydrolysis, p-nitrophenol absorbance 415 nm; O95551; inhibition, % at 12.8 µM;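 active = inhibition above the mean of all tested compounds plus 3 SD, set per campaign, cut at about 25% in these data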;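 note: 0% = DMSO with enzyme and 100% = buffer with substrate but no TDP2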
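System: recombinant human TDP2 / Amount: 120 nM TDP2 per well / Also added: 5 mM T5PNP chromogenic substrate / Doses: 12.8 µM single point, 1% DMSO / Incubation: 2 h at 37 °C / Detection: p-Nitrophenol epi absorbance / Evaluation: % inhibition relative to enzyme-containing and enzyme-free wells / Repeats: singlicate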
TCR-CD3 inh: human TCR-CD3 binding inhibition; TAMRA-labeled TCR probe fluorescence, biochemical; inhibition, % at 9.4 µM; actives 0.37% (n = 360,000); AID 651800; in the data active = inhibition above about 19%;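 note: recombinant mutant TCR 2C K166C tagged with TAMRA read by polarization; 0% = receptor in buffer alone and 100% = receptor with positive control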
* = called active by the depositor; / = not tested or not shown.

SIAE inh | PG9 Ab binder | ABHD4 inh | Tn7 DDE FP | PRMT1 inh | HTRA1 inhibitor | LEDGF integ inh | UHRF1 MBD2 ctr | TDP2 inh | TCR-CD3 inh | SMILES
5 | -2.3 | 0 | 1 | -3 | 7 | -1 | 22* | 5 | 6 | CC(=O)Nc1ccccc1OCC(=O)NC(C)c1ccccc1 (centres undefined)
0 | -1.1 | -1 | 2 | -3 | / | 8 | 2 | 4 | 6 | CCc1nc2ccc(C(=O)NCCc3ccccn3)cn2c1N(C)CCC(C)C
-4 | -1.5 | 6 | -3 | 0 | 0 | 3 | -1 | -11 | 1 | COc1ccc(-n2nc(C(=O)NCC(=O)N3CCCCCC3)c3ccccc3c2=O)cc1
0 | -0.5 | -1 | 5 | 2 | 6 | -4 | 0 | -1 | -7 | CCN1CCN(C(=O)C2CCCN(S(=O)(=O)c3ccc(OC)c(OC)c3)C2)CC1 (centres undefined)
3 | -1.6 | 1 | -4 | 4 | 5 | 0 | -1 | 1 | -1 | Cc1cccc(CSc2ccc3nnc(-c4ccccn4)n3n2)c1
-2 | -2.6 | 0 | -4 | -5 | -29 | -1 | -3 | 0 | 5 | COc1ccc(-c2cc(C)no2)cc1S(=O)(=O)N1CCN(c2ccccc2F)CC1
6 | 0.0 | 0 | 3 | -2 | -4 | -3 | -1 | 13 | 7 | CC(OC(=O)c1nc(Cl)ccc1Cl)C(=O)Nc1ccc2c(c1)OCCO2 (centres undefined)
-9 | -3.1 | -13 | -2 | -2 | 2 | 2 | 3 | -22 | 6 | COc1ccc(N(CC(=O)NCc2ccncc2)S(=O)(=O)c2ccccc2[N+](=O)[O-])c(OC)c1
3 | -0.1 | 5 | -1 | -1 | 5 | 0 | -1 | 19 | -1 | COc1ccc(OC)c(S(=O)(=O)N2CCCC(C(=O)NCc3cccnc3)C2)c1 (centres undefined)
-5 | 0.7 | -1 | 11 | 13 | -4 | 2 | 1 | 0 | 8 | Cc1cc(=O)[nH]c(SCC(=O)Nc2ccc(S(=O)(=O)N3CCCCC3)cc2)n1
-6 | -0.8 | -9 | 3 | 1 | 0 | -2 | 5 | -3 | -5 | CCCCNC(=O)COC(=O)c1ccc(SC)cc1OC
0 | 0.7 | -5 | 0 | 4 | 2 | 0 | 2 | 10 | 0 | O=C(CSC1=NCCS1)N1CCN(c2ccc(Cl)cc2)CC1
17 | 1.3 | 62* | 3 | 79* | 12 | -9 | 4 | 4 | 16 | O=C(c1cccnc1)N(c1cc2sc(=O)oc2c2ccccc12)S(=O)(=O)c1ccccc1
-1 | 0.4 | 6 | -3 | 3 | -2 | -7 | 2 | -7 | -2 | CC1CCCCC1NC(=O)C1CC=CCC1C(=O)O (centres undefined)
13 | -0.9 | -3 | -2 | -8 | 2 | -1 | -2 | 1 | -3 | CCCC1NC(C(=O)O)Cc2c1[nH]c1ccccc21 (centres undefined)
2 | -1.3 | -4 | -2 | -2 | 0 | 4 | -4 | -1 | 7 | O=C(COC(=O)Cc1cccc(C(F)(F)F)c1)NC1CC1
10 | -7.3 | 13 | -6 | 0 | 7 | 1 | -2 | 0 | 9 | CC1CCN(CC(=O)Nc2ccc(N3CCCCCC3)cc2)CC1
2 | -0.9 | -3 | 1 | -2 | -3 | 0 | -2 | 2 | 6 | O=C(NCc1cccnc1)Nc1cccc([N+](=O)[O-])c1
4 | 0.8 | 3 | -5 | 3 | 6 | -4 | -1 | 8 | -8 | Cc1ccsc1C(=O)OCC(=O)NC1CCCCC1
-39 | 0.1 | -21 | 2 | 1 | / | 0 | 7 | -15 | -4 | O=C(Nc1cccc(OC(F)(F)F)c1)C1Cc2c(-c3ccc(Cl)cc3)ccnc2O1 (centres undefined)
-3 | -0.6 | -3 | 0 | -2 | 0 | 5 | 0 | -7 | -3 | COc1ccccc1C(=O)NCCC(=O)NC1CCC(C)CC1 (centres undefined)
6 | -0.8 | 4 | 4 | -1 | 6 | -1 | 0 | -6 | 1 | CCn1ncc(/C=N/NC(=O)c2ccc3c(c2)OCO3)c1C
-2 | 3.4 | -1 | 6 | -1 | -2 | -1 | -3 | 23 | -1 | Cn1c(CCN2CCCC2)nc2cc(NS(=O)(=O)c3ccccc3)ccc21
0 | -3.6 | 6 | -8 | 1 | -2 | 3 | 15 | -3 | 4 | COc1ccc(C(CC(=O)O)NS(=O)(=O)c2ccc3c(c2)NC(=O)CO3)cc1 (centres undefined)
3 | 0.2 | 1 | -2 | 2 | 6 | 1 | -1 | 14 | 10 | O=C(NCc1ccccc1)NC(=O)c1ccc(Cl)cc1
-11 | 4.3 | 7 | 3 | 2 | -8 | 0 | 0 | 4 | 4 | CCOC(=O)N1CCC(N2C(=O)c3ccc(C(=O)NCc4ccc(F)cc4)cc3C2=O)CC1
9 | 1.0 | 3 | 4 | -3 | -7 | 1 | -3 | 6 | 1 | C[C@H]1CN([C@@H](C)CO)C(=O)c2cc(NC(=O)C3CCCCC3)ccc2O[C@H]1CN(C)C(=O)Nc1ccc2c(c1)OCO2
-1 | -1.4 | -14 | -1 | 0 | -18 | 0 | -2 | -9 | 1 | CCOc1ccc(Oc2ccccc2NC(=O)C2=COCCO2)cc1
7 | -0.9 | 6 | -3 | 2 | / | -3 | -1 | 7 | -4 | CC(=O)Nc1ccc(Nc2nccc(C)n2)cc1
4 | -1.2 | -2 | -4 | 1 | -7 | -2 | 0 | -6 | -5 | CCOc1ncccc1C(=O)OCCCC(=O)c1ccc(Br)cc1

Complete entries, looked up by structure. Screens in order: SIAE inh, PG9 Ab binder, ABHD4 inh, Tn7 DDE FP, PRMT1 inh, HTRA1 inhibitor, LEDGF integ inh, UHRF1 MBD2 ctr, TDP2 inh, TCR-CD3 inh
`COc1ccc(N(CC(=O)NCc2ccncc2)S(=O)(=O)c2ccccc2[N+](=O)[O-])c(OC)c1` in the list: -9, -3.1, -13, -2, -2, 2, 2, 3, -22, 6
`CCn1ncc(/C=N/NC(=O)c2ccc3c(c2)OCO3)c1C` in the list: 6, -0.8, 4, 4, -1, 6, -1, 0, -6, 1

5 compounds out of the list above, sorted by the number in PRMT1 inh, high to low:
compound	PRMT1 inh
O=C(CSC1=NCCS1)N1CCN(c2ccc(Cl)cc2)CC1	4
CCOc1ncccc1C(=O)OCCCC(=O)c1ccc(Br)cc1	1
CC1CCN(CC(=O)Nc2ccc(N3CCCCCC3)cc2)CC1	0
CCn1ncc(/C=N/NC(=O)c2ccc3c(c2)OCO3)c1C	-1
O=C(COC(=O)Cc1cccc(C(F)(F)F)c1)NC1CC1	-2

Next results follow.
SIAE inh | PG9 Ab binder | ABHD4 inh | Tn7 DDE FP | PRMT1 inh | HTRA1 inhibitor | LEDGF integ inh | UHRF1 MBD2 ctr | TDP2 inh | TCR-CD3 inh | SMILES
6 | -0.7 | 5 | -4 | 2 | / | 2 | 25* | -9 | -2 | CN1CCN(C2CN(Cc3cn(Cc4ccc(C(F)(F)F)cc4)nn3)S(=O)(=O)C2)CC1 (centres undefined)
3 | -1.2 | -1 | 0 | -3 | 3 | 0 | 0 | -3 | 9 | O=C(CNC(=O)c1ccccc1Br)NCC(c1ccco1)N1CCCCC1 (centres undefined)
-6 | -1.9 | 9 | 4 | 4 | -2 | -6 | 5 | 4 | -4 | CCNC(=S)Nc1cc(OCC)c(NC(=O)c2cccs2)cc1OCC
5 | -1.5 | 13 | 4 | 5 | 1 | -2 | -5 | 8 | -5 | N#CC(C(=S)Nc1ccccc1)c1nc2ccccc2[nH]1 (centres undefined)
-15 | -1.9 | -18 | -2 | 6 | -10 | -5 | 4 | -22 | -7 | CCC(C)Sc1cc(C(F)(F)F)c(C(=O)Nc2ccc(Cl)cc2)cn1 (centres undefined)
-1 | -0.8 | 1 | -2 | 2 | -3 | -1 | 1 | -6 | 2 | COC(=O)c1cn(NC(=O)c2cccc(OC)c2)c(=O)c2ccccc12
-68 | 1.7 | -53 | 12 | 2 | -65 | -3 | 1 | 1 | 18 | O=C(Nc1ccc(Cl)c(Cl)c1)OCc1cccnc1
0 | -1.0 | 0 | 6 | 2 | 5 | 0 | -1 | -8 | 3 | CCC(C)[C@H](N)c1nnc(SCC(=O)Nc2cccc(Cl)c2)o1 (some centres undefined)
-7 | 0.4 | -11 | 0 | -8 | -20 | -11 | -2 | 5 | 5 | C[C@@H]1CCCCO[C@H](CN(C)C(=O)Nc2ccc(C(F)(F)F)cc2)[C@@H](C)CN([C@H](C)CO)C(=O)c2cc(NC(=O)c3ccncc3)ccc2O1
6 | -0.8 | 0 | -8 | 1 | 2 | 1 | -3 | 8 | 5 | Cc1sc2ncnc(Nc3ccc(N4CCOCC4)cc3)c2c1-c1ccccc1
-3 | -1.3 | 0 | -1 | -2 | 4 | 4 | -1 | -1 | 0 | CCCCOc1ccc(C(=O)N2CCN(c3ncccn3)CC2)cc1
-1 | -0.8 | -2 | -1 | 3 | 7 | -9 | 0 | -7 | -3 | COc1ccc(CCNC(=O)c2ccc(CS(=O)Cc3ccc(Cl)cc3)o2)cc1OC (centres undefined)
0 | 0.7 | 2 | 5 | 5 | -5 | -3 | 0 | 8 | -4 | CCOC(=O)c1sc(=S)n(-c2cc(OC)ccc2OC)c1N
7 | -1.5 | 3 | 4 | -2 | -6 | -2 | -1 | 3 | -2 | CNC(=S)N(Cc1cccs1)Cc1cc2cc(OC)c(OC)cc2[nH]c1=O
32* | -4.8 | 65* | -2 | 17 | 74* | 11 | 2 | 6 | 31* | COc1ccc(Br)cc1CNc1ccc(O)cc1
-4 | 0.5 | -4 | -4 | 1 | 1 | 3 | 3 | -2 | -8 | CCC1(N(C(C)=O)c2ccc(OC)cc2)C(=O)c2ccccc2C1=O
7 | -3.3 | 7 | 5 | 2 | 14 | -7 | -5 | 2 | -2 | COc1cccc(/C=N/NC(=O)CNC(=O)/C=C\c2ccccc2)c1O
-3 | -1.4 | 8 | 7 | 2 | / | -2 | 9 | -4 | 0 | COCc1cn(CC(C)n2c(=O)c3ccccc3n2Cc2cc(C(C)C)no2)nn1 (centres undefined)
-2 | -1.1 | -5 | 3 | 3 | 2 | -3 | 0 | 13 | 1 | Cc1ccc(S(=O)(=O)c2cc(C)cc(S(=O)(=O)Nc3ccc(C(=O)O)cc3)c2C)cc1
-4 | 2.0 | 6 | 11 | 3 | 1 | -8 | 2 | 4 | -6 | COc1ccc(CN2CCCCCC2)cc1
3 | -1.7 | -1 | 2 | 4 | / | -3 | 3 | 0 | -6 | O=C(/C=C/[C@H]1O[C@@H](n2ccc(=O)[nH]c2=O)[C@H](O)[C@@H]1O)NCCCc1ccccc1
6 | -2.9 | 1 | 6 | 8 | 0 | 1 | 0 | -1 | 5 | O=C(O)CN1C(=O)/C(=C/C=C/c2ccccc2)SC1=S
